HepG2 viability: qHTS for Inhibitors of TGF-b: Cytotox Counterscreen; HepG2 CAGA-GFP viability, ATP luminescence, 18 h; Potency, µM (doses to about 46.1 µM), for inactives: at the highest dose activity change, negative = cytotoxicity, actives largely listed as cytotoxic; 410,000 tested, 0.76% active; AID 588856, 2011; also: potency is read from the fitted curve at half-maximal effect; some results filed as inactive show a strong effect at the top dose
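HepG2 CAGA-GFP cells (1000/well, DMEM with 1% FBS) received compound, then TGF-beta at 500 pg/mL final, and were incubated 18 hours at 37 degrees C. Viability was read by CellTiter-Glo luminescence. Media-only wells were set as complete cell-killing and DMSO as no toxicity.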
KB-3-1 tox: qHTS assay for MDR1-selective chemotherapeutics: Primary screen using the parental adenocarcinoma cell KB-3-1. Potency, µM (series often up to 46.1 µM), for inactives: top-dose activity change, negative = cytotoxic, hits mostly cytotoxic. 400,000 tested, 1.4% active. KB-3-1 viability, CellTiter-Glo ATP luminescence, 72 h; also: potency is read from the fitted curve at half-maximal effect; % is scaled to controls: 0 for no effect and ±100 for the full control effect; nearly all actives have a fitted effect of over 60% in size
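Cytotoxicity in the drug-sensitive parental line KB-3-1 was scored as loss of CellTiter-Glo luminescence following 72 h incubation with compound. Values come from curve fitting of normalized concentration-response data.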
MCF10A rerep: A quantitative high throughput screen for small molecules that induce DNA re-replication in MCF 10a normal breast cells; AID 624296, 2012; Potency, µM (highest dose often 46.1 µM), inactives show at the top dose activity, positive = re-replication, usual class: activators; MCF 10A DNA re-replication, Hoechst nuclear intensity, 48 h; 350,000 tested, 2.9% active; also: potency is read from the fitted curve at half-maximal effect; % of control where 0% means no effect; nearly all actives have a fitted effect of over 50% in size
ATXN viability: Viability Counterscreen for Primary qHTS for Inhibitors of ATXN expression; S2 cells (HEK-293 line with an ATXN2-luciferase reporter) viability, CellTiter-Fluor protease fluorescence, 24 h; Potency, µM (titrated, usually from 56.7 µM), actives largely listed as cytotoxic; 400,000 tested, 0.49% active; AID 651635, 2014; also: potency is read from the fitted curve at half-maximal effect; nearly all actives have a fitted effect of over 40% in size
SW480 rerep: A quantitative high throughput screen for small molecules that induce DNA re-replication in SW480 colon adenocarcinoma cells | SW480 DNA re-replication, Hoechst DNA content imaging, 48 h | Potency, µM (top dose mostly 46.1 µM), inactives show top-dose re-replication activation, hits mostly activators | 340,000 tested, 1.8% active | AID 624297, 2012; also: potency is read from the fitted curve at half-maximal effect; % of control where 0% means no effect; nearly all actives have a fitted effect of over 55% in size
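First, 250 cells per well were seeded. Next, compound or vehicle (23 nL) was pinned in, plates sat 48 hr at 37 C. Finally Hoechst was added for 40 min before fluorescence scanning.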
ATXN2 expr inh: Primary qHTS for Inhibitors of ATXN expression. HEK-293 ATXN2-luciferase reporter, luminescence, 24 h. Potency, µM (top dose mostly 57 µM), for the others: at the top dose activity change, negative = inhibition, most hits filed as inhibitors. 360,000 tested, 0.72% active. AID 1745845, 2022; also: potency is read from the fitted curve at half-maximal effect; % is scaled to controls: 0 for no effect and ±100 for the full control effect; nearly all actives have a fitted effect of over 55% in size
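qHTS (up to 57 uM final) was run with 24 h compound exposure of reporter cells at 37 °C. Each well was multiplexed: SteadyGlo luminescence measured ATXN2-luciferase expression after a fluorogenic Gly-Phe-AFC viability readout (25 uM final).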
IL-1B inflam inh: qHTS for Inhibitors of Inflammasome Signaling: IL-1-beta AlphaLISA Primary Screen; THP-1 LPS/ATP IL-1B secretion, AlphaLISA, 16 h; hits give low values; 360,000 tested, 4.7% active; activity change, % at 57.5 µM; in the data active = activity change below about -50%; inconclusive = mostly about -30% to -49%; also: % is scaled to controls: 0 for no effect and ±100 for the full control effect
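Secreted IL-1B measured by AlphaLISA bead assay after 16 h compound exposure of THP-1 cells; compounds (final up to 57.5 uM) added 1 h before LPS (250 ng/mL) and ATP (1.25 mM) stimulation; lower signal means less secretion.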
HT1080-NT tox: qHTS for induction of synthetic lethality in tumor cells producing 2HG: qHTS for the HT-1080-NT fibrosarcoma cell line. HT-1080-NT fibrosarcoma viability, CellTiter-Glo ATP luminescence, 48 h. Potency, µM (doses to about 46.1 µM), for inactives: at the top dose activity, negative = less viability, actives largely listed as cytotoxic. 360,000 tested, 1.6% active. AID 686970, 2013;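 also: NT is the 2HG producing partner of a matched IDH1 knockdown line; potency is read from the fitted curve at half-maximal effect; 0% = DMSO-treated cells and -100% = media-only wells without cells; nearly all actives have a fitted effect of over 55% in size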
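Luminescent CellTiter-Glo readout after 48 hours of compound exposure at 37 degrees C defined viability of HT-1080-NT cells. Activity was normalized to DMSO wells and cell-free media wells; concentration-response curves were fitted and assigned curve classes.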
HT1080 IDH1KD tx: qHTS for induction of synthetic lethality in tumor cells producing 2HG: qHTS for the HT-1080-IDH1KD cell line; HT-1080 IDH1 knockdown viability, ATP luminescence, 48 h; Potency, µM (doses to about 46.1 µM), for inactives: at the top dose activity, negative = toxicity, hits mostly cytotoxic; 360,000 tested, 2% active;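 also: potency is read from the fitted curve at half-maximal effect; 0% = DMSO wells and -100% = cell-free medium wells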
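Assay cells: HT-1080 with IDH1 knockdown, 750 per well, RPMI/5% FBS. Exposure: 48 h at 37 °C following 2 h pre-incubation. Read: CellTiter-Glo luminescence; fitted concentration-response, curve class assigned.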
* marks the source's active call; other numbers are inactive results; i = inactive; ? = inconclusive; · = no result given; [ ] = another dose, or the depositor's remark. Unless noted, calls follow the shape of the dose curve; as a rule, active = well fitted curve in the direction sought with a large enough effect; inconclusive = small, poorly fitted or top-dose-only effect, or another doubt; inactive = no such curve, though single readings can be large; an effect the other way counts as inactive or inconclusive.

SMILES | HepG2 viability | KB-3-1 tox | MCF10A rerep | ATXN viability | SW480 rerep | ATXN2 expr inh | IL-1B inflam inh | HT1080-NT tox | HT1080 IDH1KD tx
O=C1CNC(=S)N1CCOc1ccccc1 | -28.1% | -0.9% | 3.0% | i | ? | -14.9% | · | ? | 20.6%
O=[N+]([O-])c1cc(C(F)(F)F)cc([N+](=O)[O-])c1NCCNC(=S)Nc1cccc(F)c1 | -125.8% | 1.4% | -2.1% | ? | 0.6% | ? | -52.9* | -23.9% | -22.3%
Cc1cccc(N2CCN(C(=O)c3ccc4nc(N5CCC(C)CC5)sc4c3)CC2)c1C | -27.0% | ? | · | i | · | 42.0%[activator] | · | · | ·
Cc1nn(Cc2ccccc2)c(C)c1C(=O)Nc1ccc(N2CCOCC2)cc1 | 4.1% | -4.1% | 2.8% | i | -7.2% | 0.1% | -0.7 | -0.5% | -12.5%
CCN(CC)S(=O)(=O)c1ccc(Cc2ncc(C(F)(F)F)cc2Cl)s1 | -11.4% | ? | 4.0% | i | -2.6% | -4.1% | -58.4* | -15.4% | -22.4%
O=C(COc1ccc2ccc(=O)oc2c1)Nc1ccc2c(c1)OCCO2 | -1.5% | 14.6% | 7.9% | i | -4.3% | 10.0% | -16.9 | 9.6% | 2.0%
Cc1ccc(C(=O)NCC(=O)OCc2cccc(Br)c2)cc1 | 0.1% | 1.4% | 1.3% | ? | -2.7% | -5.0% | 3.0 | 0.1% | -1.3%
O=C(c1ccc2c(Cl)c3c(nc2c1)CCCC3)N1CCN(c2cccc(C(F)(F)F)c2)CC1 | 5.9% | 20.4% | · | i | · | 14.2% | · | · | ·
CC(C)Cc1nc2oc3c(NCC4CCCO4)ncnc3c2c2c1CCC2 (stereo unspecified) | -19.8% | ? | ? | i | -3.7% | 4.5% | -27.3 | 7.3% | -0.8%
O=C(NNS(=O)(=O)c1ccc(Cl)cc1)c1ccc(S(=O)(=O)N2CCCCC2)cc1 | 0.6% | 7.5% | -0.2% | i | -3.4% | ? | -12.6 | 0.1% | 10.5%
Cc1ccc(CCNC(=O)c2nnc(CS(=O)(=O)c3ccccc3)o2)cc1 | -22.2% | 3.3% | -0.2% | i | -1.9% | 7.2% | -8.5 | -0.5% | 4.1%
CC(C)n1nc(C(=O)NNC(=O)c2ccc(OC(F)F)cc2)c2ccccc2c1=O | -1.1% | -3.1% | -1.4% | · | 0.4% | · | -3.7 | -0.4% | -3.7%

Profiles, quoted from the list.
O=C(COc1ccc2ccc(=O)oc2c1)Nc1ccc2c(c1)OCCO2 is entered as HepG2 viability: -1.5%; KB-3-1 tox: 14.6%; MCF10A rerep: 7.9%; ATXN viability: i; SW480 rerep: -4.3%; ATXN2 expr inh: 10.0%; IL-1B inflam inh: -16.9; HT1080-NT tox: 9.6%; HT1080 IDH1KD tx: 2.0%
Cc1cccc(N2CCN(C(=O)c3ccc4nc(N5CCC(C)CC5)sc4c3)CC2)c1C is entered as HepG2 viability: -27.0%; KB-3-1 tox: ?; MCF10A rerep: ·; ATXN viability: i; SW480 rerep: ·; ATXN2 expr inh: 42.0%[activator]; IL-1B inflam inh: ·; HT1080-NT tox: ·; HT1080 IDH1KD tx: ·

(next part)
SMILES | HepG2 viability | KB-3-1 tox | MCF10A rerep | ATXN viability | SW480 rerep | ATXN2 expr inh | IL-1B inflam inh | HT1080-NT tox | HT1080 IDH1KD tx
CCCCN(C)C(=O)CCC(=O)Nc1ccc2nc(N3CCOCC3)cc(C)c2c1 | -5.3% | 8.1% | 18.4% | i | -5.7% | 40.6%[activator] | 9.5 | -28.6% | 7.4%
COc1ccc(-c2cc(CCC(=O)N3CCN(c4cc(C)ccc4C)CC3)[nH]n2)cc1 | -19.4% | -12.3% | 2.2% | i | -2.8% | -23.6% | -4.5 | -3.9% | -5.4%
CC1(C(=O)NS(=O)(=O)c2cccc(Cl)c2)CCN1C(=O)Cc1cc(F)ccc1F (stereo unspecified) | 6.4% | 0.0% | · | i | · | 14.5% | 37.0 | 5.0% | 8.4%
CCN1CCN(C(=O)CN(C)S(=O)(=O)c2ccc(OC)cc2)CC1 | -3.7% | -1.3% | -1.8% | i | -4.9% | 1.3% | -6.0 | 9.5% | 4.3%
O=C(O)c1ccc(-n2cc(-c3cc4ccccc4oc3=O)[nH]c2=S)cc1 | 5.1% | 17.9% | 14.0% | · | 3.4% | 17.1% | 12.9 | 4.0% | 14.9%
CC(C)(C)c1ccc(C(=O)Nc2ccc(S(N)(=O)=O)cc2)cc1 | -46.0% | ? | ? | i | ? | 10.5% | -76.1* | ? | ?
CC1CCC2(CC1)NC(=O)N(CC(=O)Nc1ccc3c(c1)OCCCO3)C2=O (stereo unspecified) | -8.5% | 0.6% | 6.1% | i | 11.3% | 7.6% | -0.9 | 1.1%[9.24 µM] | 0.0%
Cc1onc(C(=O)N2CCC(Cc3ccccc3)CC2)c1[N+](=O)[O-] | -1.6% | -12.9% | 1.0% | i | 16.4% | -13.5% | -5.0 | 5.8µM* | 10.3µM*
COC(=O)c1ccc(NC(=O)C(C)Oc2ccccc2)cc1 (stereo unspecified) | 26.9% | 9.1% | 15.1% | i | -5.6% | 4.8% | -6.4 | 10.0% | 7.6%
COc1ccc(CCN(C)C(=O)CSc2nnc(C3CC3)n2N)cc1OC | 4.8% | 0.6% | -4.9% | i | -2.4% | -7.1% | 2.7 | -8.7% | -7.3%
Cc1ccc(Nc2ccc3cc(S(=O)(=O)N4CCC(C)CC4)ccc3n2)c(Cl)c1 | -33.5% | -18.2% | · | i | · | 4.1% | · | · | ·
O=C(C/C=N/OCc1c(Cl)cccc1Cl)c1ccc(Cl)cc1 | -31.1% | -6.9% | 23.1µM* | i | 16.1% | -0.7% | ? | -1.2% | 11.0%
CN(C)c1ccc(CNC(=O)C2CCC(CNc3c(N4CCCCC4)c(=O)c3=O)CC2)cc1 (stereo unspecified) | -5.8% | 17.2% | 2.0% | i | -10.2% | 4.9% | 28.9 | -0.1% | 8.3%
Oc1ccc(-c2onc(C(F)(F)F)c2-c2cscn2)c(O)c1 | 2.6% | -16.4% | ? | i | -7.2% | -1.0% | 10.4 | 6.4% | -0.4%
CC(=O)N1CCN(Cc2nc3cc(NC(=O)c4ccccc4)ccc3n2C)CC1 | 5.8% | 7.6% | 1.6% | i | -7.4% | 3.1% | 4.0 | 3.2% | -7.6%[9.24 µM]
O=C(CCc1nc2ccccc2c(=O)[nH]1)Nc1cc(C(F)(F)F)ccc1N1CCCC1 | -3.8% | -18.1% | 1.5% | i | -36.9%[inhibitor] | -10.3% | 69.1 | -7.5%[9.24 µM] | -1.4%
COCC(C)n1c(SCC(=O)Nc2ccc3c(c2)OCCO3)nc2ccccc2c1=O (stereo unspecified) | -1.7% | 5.7% | 5.4% | ? | -4.6% | -14.5% | -6.6 | 6.8% | 1.4%
O=C(CSc1nc2cccnc2n1Cc1ccccc1)NCc1ccco1 | -10.6% | -2.9% | 1.4% | ? | -9.0% | 3.9% | -9.5 | 6.1% | 0.0%
CCCC1NC(=S)N(C2CCCCC2)C1=O (stereo unspecified) | 0.0% | -1.4% | -1.7% | i | -5.3% | -2.4% | 8.3 | 1.6% | -2.9%
COc1ccc(Cl)cc1S(=O)(=O)NC(C)C(=O)NCc1ccccn1 (stereo unspecified) | -2.8% | 6.1% | -29.7% | i | 6.6% | 2.9% | 14.0 | 10.3% | 0.0%
O=C(Cn1c(NCCCO)nc2ccccc21)c1cccs1 | -20.7% | 0.3% | 3.2% | i | -9.4% | -8.0% | -13.2 | -4.8% | -0.2%
CCCNC(=O)Cn1c(=O)/c(=C\c2ccc(-c3cccc([N+](=O)[O-])c3)o2)s/c1=C\C(=O)C(C)(C)C | 26.8% | ? | 8.7% | i | 3.0% | -7.2% | 9.1 | 0.4% | 0.3%
CCC(=O)NNC(=O)CCC(=O)Nc1ccc(C)cc1C | 7.7% | 7.9% | -7.7% | i | -2.2% | -13.9% | 15.3 | 4.1% | ?
O=C(c1ccccc1)c1nc2ccccc2n(CCCn2c(=O)c(C(=O)c3ccccc3)nc3ccccc32)c1=O | -7.3% | 0.4% | 3.0% | i | 3.3% | -8.1% | -13.2 | -3.4% | -4.0%
N#CCc1ccc(OCCCN2CCC(C(O)(c3ccccc3)c3ccccc3)CC2)cc1 | · | ? | · | ? | · | 0.0% | ? | 20.6µM* | ?
O=C(CCc1nc2ccccc2c(=O)[nH]1)NNC(=O)c1ccc(F)cc1 | 4.2% | -9.8% | -0.1% | i | -1.6% | -3.7% | 18.5 | 3.4% | 5.1%
Cc1ccc(C(=O)O)cc1-c1ccc(/C=C2\SC(=O)N(CC(=O)Nc3ccccc3)C2=O)o1 | 17.9% | -6.5% | 23.1µM* | · | -26.0% | -10.1%[11.3 µM] | -0.4 | 9.7% | 14.3%
COc1ccccc1CCNC(=O)C1CC(=O)N(c2ccccc2F)C1 (stereo unspecified) | 4.4% | -6.8% | · | i | · | · | 20.9 | -2.9% | 0.9%
CN=C(Nc1cccnc1)c1ccccc1 | -7.2% | -0.7% | ? | i | 10.5% | 3.3% | -4.1 | -1.2% | 2.3%
COc1ccc(C(=O)NC(C)c2cc(OC)c(OC)cc2Br)cc1 (stereo unspecified) | -5.6% | ? | 1.9% | ? | 2.0% | -12.0% | 18.7 | 6.0% | 5.1%
COc1ccc(N2CCN(C(=O)c3ccc4c(c3)OCO4)CC2)cc1 | 10.7% | -12.8% | ? | i | -3.6% | 6.7% | -13.1 | 11.2% | 6.4%

High-throughput results (PubChem)
